Source: PubChem BioAssay
BoNT-A LC inh2 – inhibitors of Botulinum neurotoxin A light chain protease; multiplex microsphere protease substrate cleavage, flow cytometry; inhibition, % at 10 µM; actives 0.17% (n = 360,000); further: plate controls were buffer without enzyme for full effect and enzyme alone for no effect
PriA SSB inh – K. pneumoniae PriA-SSBct interaction inhibition; actives 0.6% (n = 430,000); AID 1272365; inhibition, % at 33 µM; AlphaScreen SSBct-PriA binding, biotinylated peptide; in the data active means inhibition mostly above about 37%, no sharp cut-off; inactive means mostly below about 20%;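 further: plate controls were negative control peptide for no effect and reference peptide for full effect; strong numbers were not always called active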
Anthrax LF prot – anthrax lethal factor protease inhibition | inhibition, % at 10 µM | AID 588501 | multiplex microsphere protease cleavage assay, LF | actives 0.12% (n = 360,000); further: plate controls were buffer without enzyme for full effect and enzyme alone for no effect
Target sequence (P15917 whole entry, looked up): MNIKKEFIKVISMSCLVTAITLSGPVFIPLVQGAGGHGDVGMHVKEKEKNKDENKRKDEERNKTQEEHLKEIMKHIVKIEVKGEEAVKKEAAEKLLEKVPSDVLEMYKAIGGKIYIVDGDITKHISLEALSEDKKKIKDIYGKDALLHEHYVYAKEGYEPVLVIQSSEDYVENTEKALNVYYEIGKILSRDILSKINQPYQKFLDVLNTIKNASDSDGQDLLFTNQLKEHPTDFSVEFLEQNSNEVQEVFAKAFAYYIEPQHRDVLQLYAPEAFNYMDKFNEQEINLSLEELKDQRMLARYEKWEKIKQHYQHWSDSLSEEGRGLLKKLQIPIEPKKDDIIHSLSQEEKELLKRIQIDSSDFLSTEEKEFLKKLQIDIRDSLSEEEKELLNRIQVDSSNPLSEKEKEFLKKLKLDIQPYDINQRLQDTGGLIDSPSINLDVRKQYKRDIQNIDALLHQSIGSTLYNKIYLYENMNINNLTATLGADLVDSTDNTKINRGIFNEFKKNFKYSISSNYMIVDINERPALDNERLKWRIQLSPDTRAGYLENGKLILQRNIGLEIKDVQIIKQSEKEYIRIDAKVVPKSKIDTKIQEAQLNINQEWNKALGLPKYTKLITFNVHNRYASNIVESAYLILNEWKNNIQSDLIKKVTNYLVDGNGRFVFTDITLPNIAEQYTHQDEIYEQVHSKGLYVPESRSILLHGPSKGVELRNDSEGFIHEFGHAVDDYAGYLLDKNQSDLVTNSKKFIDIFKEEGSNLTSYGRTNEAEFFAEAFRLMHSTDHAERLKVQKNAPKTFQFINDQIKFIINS
3CLpro inhibitor – SARS-CoV 3CLpro protease inhibition; recombinant SARS-CoV 3CLpro, quenched FRET peptide cleavage; inhibition, % at 6 µM; actives 0.14% (n = 290,000); in the data active means inhibition above about 12%
BoNT-F LC inh – inhibitors of Botulinum neurotoxin F light chain protease. inhibition, % at 10 µM. Multiplex microsphere protease cleavage assay, flow cytometry. AID 588497. actives 0.22% (n = 360,000); in the data active means inhibition above about 35%, passing the limit was not always enough; inconclusive means no clear call, values can overlap the other calls; further: plate controls were buffer without enzyme for full effect and enzyme alone for no effect
Rv3671c inh – Rv3671c (M. tuberculosis) protease inhibition; P9WHR9; inhibition, % at 5.96 µM; actives 0.048% (n = 320,000); AID 2606; in the data active means inhibition above about 38%;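 further: extracellular domain of Rv3671c used as enzyme; 0% = enzyme with DMSO and 100% = no enzyme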
CCHF vOTU inh – CCHFV vOTU protease inhibition; inhibition, % at 11.5 µM; AID 651958; Pep-AMC fluorescence; actives 0.55% (n = 370,000); in the data active means inhibition above about 30%; further: 0% = vehicle wells with enzyme and 100% = no enzyme wells
DUSP3 inh – blocks human VHR1 dual specificity phosphatase; P51452; AID 1654; actives 0.52% (n = 290,000); inhibition, % at 13.3 µM; recombinant VHR phosphatase, pNPP absorbance; in the data active means inhibition above about 50%; further: some compounds called inactive have numbers as strong as hits
PrPC TRFRET – inhibitors of human cell surface prion protein PrPC. TR-FRET read-out. actives 0.43% (n = 370,000). inhibition, % at 13.8 µM. P04156; in the data active means inhibition above about 24%; further: 0% = median of the test wells and 100% = reference compound wells
MazEF act – MazEF (E. coli) toxin RNase activation | FAM/BHQ RNA-DNA oligo cleavage fluorescence, 5 h | activation, % at 20 µM | actives 0.32% (n = 350,000) | AID 504720; in the data active means activation above about 50%
Target sequence (P0AE70 whole entry, looked up): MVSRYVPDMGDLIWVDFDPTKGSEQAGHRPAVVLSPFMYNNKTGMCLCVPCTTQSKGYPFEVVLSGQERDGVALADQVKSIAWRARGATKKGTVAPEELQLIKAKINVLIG
Active calls of the source: *; i = inactive; ? = inconclusive; . = no result given; & = joins results of further samples. Unless noted, no stated cut-off is given here; in the data, active means inhibition above about 30%; inconclusive means no clear call, values can overlap the other calls; inactive means below that.

SMILES | BoNT-A LC inh2 | PriA SSB inh | Anthrax LF prot | 3CLpro inhibitor | BoNT-F LC inh | Rv3671c inh | CCHF vOTU inh | DUSP3 inh | PrPC TRFRET | MazEF act
C/C(N)=C(/C#N)C(=O)CSc1nc2cc(Cl)ccc2c(=O)n1Cc1ccco1 | -0.1 | -4 | -8 | 0 | 5 | -18 | 17 | 1 | 0 | -13
CCc1c(C)[nH]c(=S)c(C#N)c1C | 2.7 | -14 | -2 | -3 | 4 | -6 | 13 | 18 | 10 | -4
CCOc1ccc2nc(-c3ccccc3)nc(SCC(=O)OC)c2c1 | -2.1 | -4 | -6 | 7 | ? | 3 | -10 | -24 | 5 | 3
Cc1coc2c1c(C)cc1oc(=O)c(CC(=O)NCC(=O)NCC(=O)O)c(C)c12 | -3.8 | -11 | 3 | 0 | -5 | . | -86 | -8 | 5 | -8
COc1ccccc1-c1nnc2sc(COc3ccc(Cl)cc3)nn12 | -1.8 | -7 | -5 | 2 | -11 | -4 | 12 | -4 | 3 | 8
O=C(NCCCc1ccccc1)c1ccncc1 | 2.3 | 2 | -17 | -9 | 10 | 5 | 4 | 16 | -3 | 1
COc1ccccc1Cn1c(=S)[nH]c2ccc(Br)cc2c1=O | 2.1 | -11 | 31* | -5 | -3 | 3 | -6 | 40 | 1 | 6
C=CCN(c1ccccc1)S(=O)(=O)c1cccc(C(=O)Nc2ncccc2O)c1 | -0.7 | -16 | 1 | . | -5 | -9 | . | . | . | 0
O=C(CCSc1nc(-c2ccco2)cc(C(F)(F)F)n1)N1CCN(c2ccccc2)CC1 | -0.7 | 1 | -6 | -2 | -6 | -7 | 20 | 13 | 7 | -3
COc1ccc(Nc2ccccc2N)cc1 | 2.6 | 82* | -16 | -2 | -41 | -41 | -11 | 12 | 1 | 6
COc1ccc(/C=N/NC(=O)c2ccc3nc[nH]c3c2)cc1OC | -0.1 | i | -5 | 2 | ? | 10 | 9 | -14 | -2 | 9
Cc1occc1C(=O)N1CCCC(CO)(Cc2ccc(F)cc2F)C1 (configuration not stated) | -0.9 | 14 | 0 | 0 | 9 | 1 | 8 | 6 | 10 | 3
CC1(c2ccccc2Cl)NC(=O)N(CC(=O)NCc2ccco2)C1=O (configuration not stated) | -0.1 | -3 | -2 | 8 | -7 | 12 | 5 | 21 | -3 | 6
CN(C)S(=O)(=O)N(CC(=O)Nc1ccccc1F)c1ccccc1 | -0.1 | 8 | -2 | -7 | 18 | 0 | 6 | 18 | 4 | -3
COc1ccc(S(=O)(=O)N2CCN(C(=O)c3cccnc3)CC2)cc1OC | 0.9 | -8 | 10 | 0 | -2 | 0 | -8 | 23 | -3 | 6

Of the compounds above, these contain a cyano group.
SMILES | BoNT-A LC inh2 | PriA SSB inh | Anthrax LF prot | 3CLpro inhibitor | BoNT-F LC inh | Rv3671c inh | CCHF vOTU inh | DUSP3 inh | PrPC TRFRET | MazEF act
C/C(N)=C(/C#N)C(=O)CSc1nc2cc(Cl)ccc2c(=O)n1Cc1ccco1 | -0.1 | -4 | -8 | 0 | 5 | -18 | 17 | 1 | 0 | -13
CCc1c(C)[nH]c(=S)c(C#N)c1C | 2.7 | -14 | -2 | -3 | 4 | -6 | 13 | 18 | 10 | -4

Next entries follow:
SMILES | BoNT-A LC inh2 | PriA SSB inh | Anthrax LF prot | 3CLpro inhibitor | BoNT-F LC inh | Rv3671c inh | CCHF vOTU inh | DUSP3 inh | PrPC TRFRET | MazEF act
Cc1csc(Sc2nc3c(c(=O)[nH]c(=O)n3C)n2Cc2ccccc2Cl)n1 | 0.9 | -6 | -7 | 2 | 5 | -3 | 2 | -20 | 1 | -8
Cc1ccc(O)c(-c2cc(C(=O)Nc3c(C)n(C)n(-c4ccccc4)c3=O)[nH]n2)c1 | -1.3 | 3 | -1 | -2 | -22 | 12 | -6 | 42 | 0 | 13
C[C@@H](C(=O)N1CCN(Cc2ccc3c(c2)OCO3)CC1)n1nnc2ccccc2c1=O | 0.7 | -9 | -1 | -6 | 2 | 4 | 21 | -12 | -7 | 5
Cc1ccc(NC(=S)N2CCN(Cc3ccc4c(c3)OCO4)CC2)c(C)c1 | -0.1 | 16 | -4 | -7 | -39 | -7 | -2 | . | -2 | 0
O=C(CCCNC(=O)c1ccc(Cl)cc1)Nc1nccs1 | -0.7 | -12 | -12 | . | -22 | 0 | 6 | . | -5 | 3
Cn1c(CNC(=O)c2ccc3c(c2)OCO3)nnc1SCC(=O)Nc1ccc(F)cc1F | 1.0 | -12 | 4 | 1 | -9 | 6 | 11 | 36 | 1 | 4
CCOC(=O)c1cc(NC(=O)SCC(=O)O)c(C)nc1C | -1.2 | -18 | 2 | 0 | -7 | -7 | -5 | 28 | 4 | 2
CN(C(=O)COc1ccccc1)c1nnc(-c2cccnc2)s1 | 0.3 | 7 | 1 | -2 | 3 | -7 | -10 | 24 | -8 | 7
CCOC(=O)c1ccc(NC(=O)c2sc3nc4n(c(=O)c3c2C)CCC4)cc1 | -1.9 | -27 | -2 | 2 | 4 | 0 | -2 | 23 | 2 | 4
COc1ccc(S(=O)(=O)Nc2ccc(F)cc2)c(C)c1C | 1.4 | -17 | 8 | 6 | 9 | -12 | 3 | -4 | 0 | 5
Cc1ccc(N(CC(=O)NC2CC3CCC2C3)S(C)(=O)=O)cc1C (configuration not stated) | -2.8 | -12 | -5 | -3 | -12 | 1 | -11 | 19 | 3 | 1
CC[C@H](C)[C@H](NC(=O)c1ccc(Cl)cc1)C(=O)OCC(=O)c1ccc2c(c1)NC(=O)CO2 | 1.3 | -6 | 3 | 2 | 8 | -9 | 8 | 12 | 5 | -5
Cc1ccc(-c2nnc(Nc3ccc4c(c3)OCO4)c3ccccc23)cc1S(=O)(=O)NC(C)C | 0.4 | -15 | -5 | 1 | -9 | 0 | 6 | -12 | 8 | 0
Cn1c(Oc2ccccc2)c(C=O)c2ccccc21 | 0.0 | -18 | 0 | 2 | -4 | 2 | 6 | 9 | 10 | 0
O=C(/C=C/c1cccc([N+](=O)[O-])c1)NCc1ccccc1 | 0.0 | -11 | -2 | 2 | -8 | 2 | -2 | 2 | -15 | 1
S=C(Nc1cccc2ccccc12)Nc1cccc2ccccc12 | 0.4 | -4 | -5 | . | 0 | . | -17 | . | 10 | 3
CCc1nn2c(N(C)CCO)cc(C)nc2c1-c1ccc(F)cc1 | -1.5 | -7 | -5 | 2 | -4 | 2 | -9 | 25 | 5 | 8
CC(=O)Nc1ccc(S(=O)(=O)NCCC(=O)NCCc2ccc(F)cc2)cc1 | 0.3 | -5 | 1 | 3 | -4 | -5 | 12 | 8 | -7 | 0
COc1ccc(Nc2nc(NCc3ccco3)nc(N/N=C/c3ccc(O)cc3)n2)cc1 | -1.2 | . | 2 | 6 | 6 | -8 | 17 | 13 | -9 | 5
COC(=O)C1=C(c2cccc(C#N)c2)C[C@@H]2CC[C@H]1N2C(=O)NCCc1ccccc1 | -0.3 | -8 | -2 | . | -6 | -2 | 2 | . | -4 | 2
CCCCOc1ccc(C(=O)Nc2ccc(N3CCN(C)CC3)cc2)cc1 | -0.5 | -20 | -4 | 1 | -1 | 4 | -6 | 0 | -7 | -5
CCN(CC)S(=O)(=O)c1ccc2c(c1)nc(CCC(=O)OCC(=O)Nc1cc(OC)cc(OC)c1)n2C | 1.5 | 11 | -3 | -3 | -4 | 4 | -8 | 5 | 2 | 3
C[C@H]1CCC/C=C/[C@@H]2C[C@H](O)C[C@H]2[C@H](O)/C=C/C(=O)O1 | -0.6&-1.2 | . | -6&-10 | . | 1&-9 | 6&-2 | 5&-5 | . | 95* | 1&-21
Cc1noc(C)c1CSCC(=O)N(C)CC(=O)Nc1ccc(F)cc1 | 1.2 | -4 | ? | . | -3 | -1 | -6 | . | 4 | -15
COc1ccc(NC(=O)c2c(C)nn(Cc3ccccc3)c2C)cc1S(=O)(=O)N(C)C | -2.0 | 6 | 12 | 4 | -25 | 3 | 3 | -5 | 1 | 5
CCOC(=O)C(=NCCCN(C)C)NNc1cc(C(F)(F)F)ccc1Cl | 0.3 | 19 | -8 | -2 | -1 | 0 | -1 | -6 | -2 | 22
CCCc1ccc(C(=O)N2CCN(c3ccccc3OCC)CC2)cc1 | -2.7 | -2 | 0 | 3 | -8 | 0 | 6 | 3 | 1 | -5
COc1cccc(C2C(C(C)=O)=C(C)Nc3ncnn32)c1 (configuration not stated) | -1.3 | -15 | -6 | -1 | 18 | 5 | . | 21 | . | 8
Nc1nc(-c2ccc3c(c2)CCC(=O)N3)cs1 | -0.4 | 10 | -1 | 1 | -4 | 5 | 0 | 7 | -4 | 0
CCc1c(C)nc(N)n2c(SCC(=O)NC3CCCCC3)nnc12 | 2.1 | -12 | 1 | -1 | 4 | -1 | 2 | 35 | 6 | 1
CCS(=O)(=O)N1Cc2ccccc2CC1C(=O)Nc1nnc(C2CC2)s1 (configuration not stated) | 0.4 | -11 | -1 | 1 | -2 | 10 | 3 | 36 | 8 | -2
CCc1ccc(S(=O)(=O)Nc2ccc(O)c3ccccc23)cc1 | -1.4 | 19 | -1 | -3 | -3 | -4 | 62* | . | -18 | -14
Cc1ccc(CNC(=O)CCC(=O)c2cccs2)cc1 | 1.8 | -3 | -1 | -5 | 2 | -3 | -7 | 6 | 5 | 7
Cc1noc(C)c1C(=O)OCC(=O)NC(c1ccccc1)c1ccccc1 | -0.2 | 0 | 0 | 7 | -6 | 1 | -6 | 30 | 2 | -11
CCc1nc2c(OCCn3cccc3)cccn2c1N(C)C(=O)c1ccc(OC)cc1 | -0.6 | . | 2 | . | -1 | . | 3 | . | 0 | .
O=C(/C=C/c1ccccc1)NC(=S)NNC(=O)Cc1cccs1 | -0.6 | -1 | -2 | 8 | 4 | 1 | 4 | 8 | -1 | 4
CC(=O)C1(O)C(C)CC2C3CC=C4CC(O)CCC4(C)C3CCC21C (configuration not stated) | -0.3 | -18 | -10 | . | -7 | . | -2 | . | 5 | -25
O=C(Nc1cccc2[nH]ncc12)NS(=O)(=O)c1ccccc1 | -0.2 | 1 | 3 | 4 | -30 | 15 | 18 | 7 | 0 | -3
CC(C)N(CCO)Cc1nc(C(c2ccccc2)c2ccccc2)no1 | -3.1 | -7 | 1 | -4 | 10 | -16 | 6 | 24 | -5 | -35
CCOC(=O)c1nc(C)sc1-c1ccnn1S(=O)(=O)c1ccc(Cl)cc1Cl | -0.5 | 3 | -3 | 9 | -1 | -2 | 0 | -15 | 1 | 4

Retrieved by structure from the entries so far:
SMILES | BoNT-A LC inh2 | PriA SSB inh | Anthrax LF prot | 3CLpro inhibitor | BoNT-F LC inh | Rv3671c inh | CCHF vOTU inh | DUSP3 inh | PrPC TRFRET | MazEF act
CCS(=O)(=O)N1Cc2ccccc2CC1C(=O)Nc1nnc(C2CC2)s1 (configuration not stated) | 0.4 | -11 | -1 | 1 | -2 | 10 | 3 | 36 | 8 | -2
Cc1noc(C)c1C(=O)OCC(=O)NC(c1ccccc1)c1ccccc1 | -0.2 | 0 | 0 | 7 | -6 | 1 | -6 | 30 | 2 | -11
CCc1nc2c(OCCn3cccc3)cccn2c1N(C)C(=O)c1ccc(OC)cc1 | -0.6 | . | 2 | . | -1 | . | 3 | . | 0 | .
Cc1ccc(CNC(=O)CCC(=O)c2cccs2)cc1 | 1.8 | -3 | -1 | -5 | 2 | -3 | -7 | 6 | 5 | 7

A portion of the library. The share of hits here may be higher or lower than overall.
